Assay outcomes: PubChem BioAssay, The Scripps Research Institute Molecular Screening Center
PLCb3 inh: PLC-beta3 (human) inhibition, primary screen; AID 720704; inhibition, % at 12.2 µM; Purified PLC-beta3, fluorogenic substrate, fluorescence; 0.18% of 370,000 active; Q01970; in the data active = inhibition above about 11%;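 also: 0% = median of compound wells on plate and 100% = full blocker control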
hgDAF12 agonist: agonists of H. glycines DAF-12 nuclear receptor. AID 687014. HEK293 GAL4-hgDAF12 UAS-luciferase reporter, agonist luminescence; normalized to butyrate control. activation, % at 6.8 µM. 1.8% of 370,000 active;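 active = activation above a cutoff set at the mean of all screened compounds plus 3 SD, cut at about 10% in these data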;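 also: 0% = DMSO wells and 100% = sodium butyrate wells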
PLCg1 inh: PLC-gamma1 (human) inhibition, primary screen; P19174; inhibition, % at 12.2 µM; AID 720700; purified PLC-gamma1, fluorogenic substrate, fluorescence; 0.84% of 370,000 active; in the data active = inhibition above about 9.5%
DAX1 inh-1: inhibitors of human orphan nuclear receptor DAX1 (NR0B1). P51843. HEK293 Gal4-DAX1 luciferase reporter, luminescence. 0.99% of 340,000 active. AID 504766. inhibition, % at 6.75 µM;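 active = inhibition above the mean over all tested compounds plus 3 SD, cut at about 4.2% in these data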;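 also: 0% = DAX1-transfected cells with DMSO and 100% = empty-vector control cells with DMSO; inhibition shows as a rise in luminescence from relieved DAX1 repression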
DAX1 inh-2: inhibitors of DAX1 repression of SF-1 activated StAR promoter; HEK293T StAR-luciferase reporter, SF-1/DAX-1 repression relief; inhibition, % at 6.8 µM; 1.1% of 370,000 active; AID 652010;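 active = inhibition above the mean over all tested compounds plus 3 SD, cut at about 3.6% in these data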;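 also: 0% = DAX-1 cells with DMSO and 100% = cells lacking DAX-1 with DMSO; higher inhibition means more luminescence from relief of DAX-1 repression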
HGIII-sPLA2 inh: Inhibits HGIII-sPLA2 liposome hydrolysis, primary screen; Q9NZ20; QFRET BODIPY PC-A2 liposome hydrolysis, fluorescence; inhibition, % at 12.2 µM; 0.56% of 370,000 active; AID 743126;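 active = inhibition above mean plus 3 SD of compounds lying within the high and low control bounds, cut at about 19% in these data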;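 also: 0% = median of test compound wells and 100% = no enzyme DMSO wells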
Target sequence (Q9NZ20 whole entry, looked up): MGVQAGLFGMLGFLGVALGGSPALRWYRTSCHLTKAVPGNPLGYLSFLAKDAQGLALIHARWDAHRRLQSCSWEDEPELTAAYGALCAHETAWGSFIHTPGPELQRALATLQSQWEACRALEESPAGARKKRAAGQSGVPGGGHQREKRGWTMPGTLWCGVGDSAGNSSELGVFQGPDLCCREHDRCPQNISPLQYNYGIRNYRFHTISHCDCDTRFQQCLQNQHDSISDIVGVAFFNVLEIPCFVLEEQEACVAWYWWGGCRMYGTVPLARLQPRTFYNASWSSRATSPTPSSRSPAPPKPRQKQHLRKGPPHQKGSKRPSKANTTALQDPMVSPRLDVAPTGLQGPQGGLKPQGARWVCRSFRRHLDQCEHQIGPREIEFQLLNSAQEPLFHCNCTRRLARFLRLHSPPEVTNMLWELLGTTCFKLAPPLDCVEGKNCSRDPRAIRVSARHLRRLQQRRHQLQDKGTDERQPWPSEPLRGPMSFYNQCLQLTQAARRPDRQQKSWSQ
GAA850 FXN act: activators of GAA850 frataxin (FXN) promoter | HEK293 lucGAA850 FXN promoter luciferase reporter, 24 h; percent of 10 µM SAHA response | activation, % at 6 µM | 0.56% of 360,000 active | AID 540364;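 active = activation above the average of all compounds screened plus 3 SD, cutoff fixed separately per campaign, cut at about 7.5% in these data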;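 also: 0% = DMSO wells and 100% = 10 µM SAHA wells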
ADAM17 inh: inhibitors of human ADAM17; P78536; recombinant ADAM17, EDANS/DABCYL FRET peptide cleavage; inhibition, % at 6.95 µM; 0.83% of 370,000 active; AID 720648;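 active = inhibition above the mean of compounds lying between control limits plus 3 SD, set per campaign, cut at about 8.5% in these data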;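 also: 0% = DMSO-only wells as the low control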
Target sequence (P78536 215-824 limits assumed): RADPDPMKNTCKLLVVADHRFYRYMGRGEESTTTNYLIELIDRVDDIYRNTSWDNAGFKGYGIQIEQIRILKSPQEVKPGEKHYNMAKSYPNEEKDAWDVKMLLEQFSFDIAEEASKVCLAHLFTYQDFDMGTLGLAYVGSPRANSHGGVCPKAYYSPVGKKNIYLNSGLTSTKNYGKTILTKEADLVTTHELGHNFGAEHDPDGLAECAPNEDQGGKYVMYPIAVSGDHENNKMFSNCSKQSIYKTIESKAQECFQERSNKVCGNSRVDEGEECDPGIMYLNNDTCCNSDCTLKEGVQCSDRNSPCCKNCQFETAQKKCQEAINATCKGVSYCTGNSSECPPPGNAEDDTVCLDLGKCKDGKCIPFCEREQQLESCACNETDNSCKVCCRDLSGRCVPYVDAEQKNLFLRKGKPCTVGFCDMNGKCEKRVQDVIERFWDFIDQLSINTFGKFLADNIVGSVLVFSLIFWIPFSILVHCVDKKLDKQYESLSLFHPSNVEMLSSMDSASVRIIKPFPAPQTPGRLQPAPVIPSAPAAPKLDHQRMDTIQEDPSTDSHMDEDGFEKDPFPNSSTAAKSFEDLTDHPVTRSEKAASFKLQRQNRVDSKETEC
hcDAF-12 act: activators of H. contortus DAF-12 nuclear receptor. AID 652067. 1.4% of 370,000 active. activation, % at 6.8 µM. HEK293 hcDAF-12 lit1-tk-luc reporter, luminescence; 0% DMSO, 100% Δ7-dafachronic acid;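 active = activation above the mean of all tested compounds plus 3 SD, cut at about 5.5% in these data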;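 also: 100% = response to 3 µM Δ7-dafachronic acid high control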
ssDAF-12 act: activates DAF-12 receptor from parasite S. stercoralis; 1% of 370,000 active; activation, % at 6.8 µM; HEK293 ssDAF-12/GRIP1 lit1-tk-luc reporter, luminescence; % of 3 µM dafachronic acid response;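 active = activation above the mean over all tested compounds plus 3 SD, cut at about 0.9% in these data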;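 also: 0% = DMSO-only wells and 100% = 3 µM delta7-dafachronic acid wells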
ADAM10 inh: inhibitors of human ADAM10; O14672; recombinant ADAM10, EDANS/DABCYL FRET peptide cleavage, 3 h; inhibition, % at 7 µM; 0.62% of 370,000 active;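 active = inhibition above a per-campaign cutoff equal to the mean of compounds falling between control-based bounds plus 3 SD, cut at about 20% in these data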;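 also: 0% = DMSO wells while the 100% control is not disclosed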
* hit, by the source's call. This is a random part of the collection; overall some 6.9% were active at least once.

How did COc1cc([N+](=O)[O-])ccc1NC(=O)NCC1CCN(Cc2ccc(Cl)cc2)CC1 do in these assays?
PLCb3 inh: -0.9; hgDAF12 agonist: -0.5; PLCg1 inh: 3.7; DAX1 inh-1: -1.0; DAX1 inh-2: -0.6; HGIII-sPLA2 inh: -13.1; GAA850 FXN act: 1.4; ADAM17 inh: 3.8; hcDAF-12 act: -0.5; ssDAF-12 act: -1.2; ADAM10 inh: 6.6

How did CN(C)c1ccc(N2C(=NC(=O)CCC3CCCC3)SC3CS(=O)(=O)CC32)cc1 (centres undefined) do in these assays?
PLCb3 inh: -6.2; hgDAF12 agonist: -0.3; PLCg1 inh: -1.1; DAX1 inh-1: -0.3; DAX1 inh-2: 0.1; HGIII-sPLA2 inh: 0.5; GAA850 FXN act: 0.2; ADAM17 inh: 0.1; hcDAF-12 act: 0.1; ssDAF-12 act: -0.4; ADAM10 inh: 4.9

How did CCn1c(=NC(=O)CSC(C)=O)sc2cc(OC)ccc21 do in these assays?
PLCb3 inh: -5.4; hgDAF12 agonist: -2.0; PLCg1 inh: -1.1; DAX1 inh-1: -0.5; DAX1 inh-2: -1.6; HGIII-sPLA2 inh: 11.8; GAA850 FXN act: -0.3; ADAM17 inh: -0.1; hcDAF-12 act: -0.3; ssDAF-12 act: -0.7; ADAM10 inh: -20.2

What do the screens show for `C=C(C)CSc1nnc([C@H](CCSC)NC(=O)OC(C)(C)C)o1`?
PLCb3 inh: 0.7; hgDAF12 agonist: -1.8; PLCg1 inh: -0.9; DAX1 inh-1: 0.2; DAX1 inh-2: -0.4; HGIII-sPLA2 inh: 1.9; GAA850 FXN act: 0.4; ADAM17 inh: -6.5; hcDAF-12 act: -0.5; ssDAF-12 act: -1.4; ADAM10 inh: -1.5

How did O=C(NCc1ccccc1)N1CCOCC1 do in these assays?
PLCb3 inh: -6.5; hgDAF12 agonist: -4.3; PLCg1 inh: -0.4; DAX1 inh-1: 2.0; DAX1 inh-2: 0.1; HGIII-sPLA2 inh: 5.7; GAA850 FXN act: -0.6; ADAM17 inh: -3.9; hcDAF-12 act: 1.5; ssDAF-12 act: 0.4; ADAM10 inh: 7.5

What do the screens show for `CCc1ccc(NC(=O)C2CCCN(S(=O)(=O)c3cccs3)C2)cc1` (centres undefined)?
PLCb3 inh: -4.7; hgDAF12 agonist: -0.7; PLCg1 inh: 0.8; DAX1 inh-1: -2.2; DAX1 inh-2: -0.3; HGIII-sPLA2 inh: -13.2; GAA850 FXN act: -1.5; ADAM17 inh: 1.4; hcDAF-12 act: -3.5; ssDAF-12 act: -1.2; ADAM10 inh: 3.6

What do the screens show for `c1ccc(OCCSc2nc3ccccc3o2)cc1`?
PLCb3 inh: 5.1; hgDAF12 agonist: -1.6; PLCg1 inh: 0.4; DAX1 inh-1: 0.7; DAX1 inh-2: 1.0; HGIII-sPLA2 inh: 0.1; GAA850 FXN act: 2.7; ADAM17 inh: -0.1; hcDAF-12 act: -0.7; ssDAF-12 act: -1.5; ADAM10 inh: -0.8

What do the screens show for `COc1ccc(/C=N/N2CCN(c3ccc(Cl)cc3)CC2)cc1`?
PLCb3 inh: -2.0; hgDAF12 agonist: 2.9; PLCg1 inh: 0.0; DAX1 inh-1: -1.2; DAX1 inh-2: -0.4; HGIII-sPLA2 inh: 7.8; GAA850 FXN act: -0.1; ADAM17 inh: -2.4; hcDAF-12 act: -3.0; ssDAF-12 act: -0.4; ADAM10 inh: 2.3

How did CCSc1cc(N2CCOCC2)nc(-c2ccc(Cl)cc2)n1 do in these assays?
PLCb3 inh: 1.4; hgDAF12 agonist: -0.5; PLCg1 inh: 0.9; DAX1 inh-1: 0.1; DAX1 inh-2: 0.1; HGIII-sPLA2 inh: -0.2; GAA850 FXN act: 2.8; ADAM17 inh: 2.0; hcDAF-12 act: -1.3; ssDAF-12 act: -1.4; ADAM10 inh: 0.9

What do the screens show for `Cc1cc(C(=O)NCc2cccs2)nn1C`?
PLCb3 inh: -5.8; hgDAF12 agonist: -1.7; PLCg1 inh: 0.3; DAX1 inh-1: 0.5; DAX1 inh-2: 0.2; HGIII-sPLA2 inh: 4.0; GAA850 FXN act: 0.1; ADAM17 inh: 0.4; hcDAF-12 act: -1.5; ssDAF-12 act: -2.3; ADAM10 inh: -4.2

What do the screens show for `COC(=O)c1ccccc1NC(=O)c1ccc(COc2ccc3c(c2)CCC3)cc1`?
PLCb3 inh: -1.1; hgDAF12 agonist: -1.4; PLCg1 inh: -4.0; DAX1 inh-1: 0.6; DAX1 inh-2: -0.2; HGIII-sPLA2 inh: 4.5; GAA850 FXN act: -0.5; ADAM17 inh: -2.0; hcDAF-12 act: -0.3; ssDAF-12 act: -0.9; ADAM10 inh: -3.1

How did Cc1cc2[nH]ncc2cc1NC(=S)NC(=O)c1ccccc1 do in these assays?
PLCb3 inh: -1.0; hgDAF12 agonist: 0.3; PLCg1 inh: 6.0; DAX1 inh-1: 5.7*; DAX1 inh-2: -2.1; HGIII-sPLA2 inh: 4.8; GAA850 FXN act: -1.5; ADAM17 inh: 4.0; hcDAF-12 act: 0.0; ssDAF-12 act: -1.5; ADAM10 inh: 4.0

How did CC(C)/C(=N\NS(=O)(=O)c1ccc(Br)cc1)c1cccs1 do in these assays?
PLCb3 inh: 3.4; hgDAF12 agonist: 0.5; PLCg1 inh: 1.6; DAX1 inh-1: 1.1; DAX1 inh-2: 0.3; HGIII-sPLA2 inh: 2.7; GAA850 FXN act: 2.4; ADAM17 inh: 0.9; hcDAF-12 act: -1.1; ssDAF-12 act: -0.8; ADAM10 inh: -4.9

How did O=C(Cc1cccc(NC(=O)C2CCCN(C(=O)CCc3ccccc3)C2)c1)Nc1cccc(C(=O)N2CCCC2)c1 (centres undefined) do in these assays?
PLCb3 inh: -0.9; hgDAF12 agonist: -3.1; PLCg1 inh: 1.2; DAX1 inh-1: -0.2; DAX1 inh-2: 0.0; HGIII-sPLA2 inh: -10.3; GAA850 FXN act: -1.2; ADAM17 inh: 5.5; hcDAF-12 act: -2.2; ssDAF-12 act: -1.3; ADAM10 inh: 9.8

How did O=S1c2ccccc2Oc2ccccc21 do in these assays?
PLCb3 inh: 3.3; hgDAF12 agonist: -1.8; PLCg1 inh: 4.8; DAX1 inh-1: -0.8; DAX1 inh-2: -1.1; HGIII-sPLA2 inh: -0.2; GAA850 FXN act: 0.1; ADAM17 inh: -1.2; hcDAF-12 act: 0.6; ssDAF-12 act: -1.3; ADAM10 inh: 0.3

Results for CCOc1ccccc1CN1CCNC(=O)C1CC(=O)NC1CCCCC1 (centres undefined) ?
PLCb3 inh: -8.0; hgDAF12 agonist: 1.2; PLCg1 inh: -0.4; DAX1 inh-1: 0.0; DAX1 inh-2: 0.8; HGIII-sPLA2 inh: 8.3; GAA850 FXN act: 0.8; ADAM17 inh: 0.2; hcDAF-12 act: -1.0; ssDAF-12 act: -0.5; ADAM10 inh: -2.1

What do the screens show for `COc1ccc(C(=O)Nc2ccc(S(=O)(=O)N3CCOCC3)cc2)cc1`?
PLCb3 inh: -2.0; hgDAF12 agonist: 0.1; PLCg1 inh: 2.8; DAX1 inh-2: 0.1; HGIII-sPLA2 inh: -4.5; GAA850 FXN act: 0.9; ADAM17 inh: 1.0; hcDAF-12 act: 0.1; ssDAF-12 act: -1.2; ADAM10 inh: 2.8

How did COc1ccccc1NS(=O)(=O)c1cc(NC(=S)NCC2CCCO2)ccc1C (centres undefined) do in these assays?
PLCb3 inh: 2.4; hgDAF12 agonist: 0.0; PLCg1 inh: 0.1; DAX1 inh-1: -0.7; DAX1 inh-2: -0.1; HGIII-sPLA2 inh: -0.7; GAA850 FXN act: -2.3; ADAM17 inh: -1.9; hcDAF-12 act: -0.6; ssDAF-12 act: -0.9; ADAM10 inh: -6.3

Results for COc1ccc(NS(=O)(=O)c2cc(NC(=O)c3ccccn3)ccc2OC)cc1Br ?
PLCb3 inh: -3.2; hgDAF12 agonist: -2.0; PLCg1 inh: 4.2; DAX1 inh-1: -0.3; DAX1 inh-2: -1.0; HGIII-sPLA2 inh: -31.2; GAA850 FXN act: 1.2; ADAM17 inh: -3.1; hcDAF-12 act: -1.6; ssDAF-12 act: -1.0; ADAM10 inh: 6.6

Results for CCOC(=O)C1(Cc2cccc(F)c2)CCN(C(=O)c2cnccn2)CC1 ?
PLCb3 inh: 4.3; hgDAF12 agonist: 1.6; PLCg1 inh: 0.1; DAX1 inh-1: -0.8; DAX1 inh-2: -0.2; HGIII-sPLA2 inh: -0.7; GAA850 FXN act: 2.0; ADAM17 inh: 0.7; hcDAF-12 act: -2.5; ssDAF-12 act: -0.8; ADAM10 inh: 2.9

How did Cc1c(CCO)c(=O)[nH]n1S(=O)(=O)c1ccc(F)cc1 do in these assays?
PLCb3 inh: -6.4; hgDAF12 agonist: 3.7; PLCg1 inh: 0.4; DAX1 inh-1: 0.3; DAX1 inh-2: -1.5; HGIII-sPLA2 inh: 7.8; GAA850 FXN act: 2.3; ADAM17 inh: -4.4; hcDAF-12 act: -0.8; ssDAF-12 act: -0.7; ADAM10 inh: -0.6

Results for Cc1cccc(NC(=O)c2cc([N+](=O)[O-])ccc2N2CCCCC2)n1 ?
PLCb3 inh: -8.5; hgDAF12 agonist: -2.4; PLCg1 inh: 1.2; DAX1 inh-1: 0.0; DAX1 inh-2: 0.1; HGIII-sPLA2 inh: 2.3; GAA850 FXN act: 1.0; ADAM17 inh: -6.2; hcDAF-12 act: -0.7; ssDAF-12 act: -1.4; ADAM10 inh: -4.5

How did O=S(=O)(NCc1ccc2c(c1)OCO2)c1cnc[nH]1 do in these assays?
PLCb3 inh: -0.7; hgDAF12 agonist: 0.7; PLCg1 inh: -1.6; DAX1 inh-1: 0.5; DAX1 inh-2: 0.3; HGIII-sPLA2 inh: 7.8; GAA850 FXN act: -0.7; ADAM17 inh: -1.9; hcDAF-12 act: -0.6; ssDAF-12 act: -0.6; ADAM10 inh: -9.7

Results for Cn1c(=O)c2c(ncn2CC(=O)OCC(=O)c2ccc(F)c(F)c2)n(C)c1=O ?
PLCb3 inh: -2.4; hgDAF12 agonist: 1.1; PLCg1 inh: 5.0; DAX1 inh-1: -0.3; DAX1 inh-2: -0.2; HGIII-sPLA2 inh: 1.1; GAA850 FXN act: -1.5; ADAM17 inh: -0.4; hcDAF-12 act: 0.4; ssDAF-12 act: -1.4; ADAM10 inh: 0.4

How did CCC(=O)NS(=O)(=O)c1cccnc1Nc1ccc(Cl)cc1 do in these assays?
PLCb3 inh: -8.3; hgDAF12 agonist: -0.8; PLCg1 inh: -4.4; DAX1 inh-1: 0.6; DAX1 inh-2: 0.7; HGIII-sPLA2 inh: -5.6; GAA850 FXN act: -0.5; ADAM17 inh: -3.5; hcDAF-12 act: -0.8; ssDAF-12 act: -1.2; ADAM10 inh: -1.9

Results for CCCn1cc(CN2CCC(Oc3ccc(C(=O)N4CCCC4)cc3)CC2)c(C)n1 ?
PLCb3 inh: -1.9; hgDAF12 agonist: -0.3; PLCg1 inh: 0.8; DAX1 inh-1: 0.1; DAX1 inh-2: -0.3; HGIII-sPLA2 inh: 1.6; GAA850 FXN act: 2.0; ADAM17 inh: -2.7; hcDAF-12 act: -1.6; ssDAF-12 act: -0.8; ADAM10 inh: -2.6
